# STK33 inh: blocks human STK33 kinase activity; AID 2661; Q9BYT3; inhibition, % at 10 µM; purified STK33, MBP phosphorylation, ADP-Glo luminescence; actives 0.073% (n = 320,000);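 active means inhibition at or above 25%, using the most active replicate where run in duplicate; inactive means inhibition below 25%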
# KCNQ2 inh: KCNQ2 channel blockers in CHO-K1 cells – cell-based, FluxOR thallium flux, B-score, primary screen (AID 2156); 20 min; stronger effect = lower value; B-score at 10 µM; actives 1.1% (n = 310,000);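 active means fluorescence ratio B-score at most minus 3 library SDs, with starting brightness B-score within 2 library SDs, cut at about -5.5 in these data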
# Target sequence (O88943 whole entry, looked up): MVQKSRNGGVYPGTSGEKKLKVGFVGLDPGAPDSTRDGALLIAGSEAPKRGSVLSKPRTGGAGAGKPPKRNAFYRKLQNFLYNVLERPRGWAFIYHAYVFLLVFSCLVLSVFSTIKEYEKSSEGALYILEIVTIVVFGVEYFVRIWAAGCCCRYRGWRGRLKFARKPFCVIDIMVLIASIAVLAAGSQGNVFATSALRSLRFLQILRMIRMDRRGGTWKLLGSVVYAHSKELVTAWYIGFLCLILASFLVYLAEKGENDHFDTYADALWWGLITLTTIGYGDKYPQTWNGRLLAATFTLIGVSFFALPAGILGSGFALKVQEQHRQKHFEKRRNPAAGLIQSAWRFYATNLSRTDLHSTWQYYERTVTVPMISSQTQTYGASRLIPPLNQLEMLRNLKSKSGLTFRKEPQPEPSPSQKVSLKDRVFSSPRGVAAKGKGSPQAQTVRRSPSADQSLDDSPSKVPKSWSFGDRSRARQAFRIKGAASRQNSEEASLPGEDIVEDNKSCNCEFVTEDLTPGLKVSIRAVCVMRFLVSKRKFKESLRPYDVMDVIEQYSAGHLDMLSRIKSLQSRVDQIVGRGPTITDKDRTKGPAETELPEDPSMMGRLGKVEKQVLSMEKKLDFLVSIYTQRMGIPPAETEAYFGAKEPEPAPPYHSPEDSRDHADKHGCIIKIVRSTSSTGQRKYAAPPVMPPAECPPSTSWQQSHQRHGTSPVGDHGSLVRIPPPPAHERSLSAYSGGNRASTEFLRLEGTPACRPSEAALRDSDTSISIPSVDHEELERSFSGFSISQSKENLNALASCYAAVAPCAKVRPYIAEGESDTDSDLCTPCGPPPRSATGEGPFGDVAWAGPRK
# OX1R FRET antag: blocks the human orexin 1 receptor; O43613; OX1R-expressing cells, FRET antagonist read-out; inhibition, % at 6.6 µM; actives 1.8% (n = 330,000); AID 485270; in the data active means inhibition mostly above about 38%, no sharp cut-off; inactive means mostly below about 40%;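 further: 0% = agonist challenge alone and 100% = reference antagonist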
# An asterisk follows results filed as active; i = inactive; · = no result given.
# Value order: STK33 inh, KCNQ2 inh, OX1R FRET antag
Nc1ncc(Br)cc1S(=O)(=O)NCCC(=O)NCCc1ccccc1
    0.6, i, 32
CN1CCN(c2ccc([N+](=O)[O-])cc2S(=O)(=O)N2CCOCC2)CC1
    0.7, i, 94*
COc1ccc(CCNC(=O)c2cc(-c3cc(C)cc(C)c3O)n[nH]2)cc1OC
    0.0, i, 28
CCn1c(=O)cc(OCC(=O)NCCC(C)C)c2ccccc21
    1.0, i, 7
CC(O)CNCCOc1cccc(Oc2ccccc2)c1 (stereo not given)
    -0.2, i, 3
Cc1cccc(NC(=O)/C(=C\c2ccco2)NC(=O)c2cccs2)c1
    -1.7, i, 45
Cc1cc(C)nc(N(C#N)CC(=O)N(c2ccccc2)C(C)C)n1
    ·, i, 16
CCCC(=O)Nc1c(-c2cccc(OC)c2)c(=O)c2ccccc2n1C
    0.5, i, 2
COCCCn1c(=NC(=O)c2ccccc2)c(C#N)cc2c(=O)n3cccc(C)c3nc21
    -4.4, i, 55*
CC1CCCN(CCOCCOc2ccc(Cl)cc2Br)C1 (stereo not given)
    0.3, i, 7
Cc1cc(C)n2c(SC/C(O)=C(\C#N)c3nc4ccccc4[nH]3)nnc2n1
    0.4, i, 10
O=C(NCc1ccccn1)c1cc2n(n1)C(C(F)(F)F)CC(c1ccco1)N2 (stereo not given)
    1.4, i, 38
CC(=O)NS(=O)(=O)c1ccc(NC(=S)NC(=O)CC(C)C)cc1
    -1.3, i, 7
COc1cc(C(=S)N2CCCC2)cc(Cl)c1OCC(=O)Nc1ccc(C)cc1C
    -2.0, i, 28
O=C(NCc1cccnc1)C1CC(=O)N(c2ccc(F)cc2)C1 (stereo not given)
    -1.5, i, 19
Cc1ccc(NC(=O)c2cc(C)nc3ccccc23)cc1
    -1.1, i, 2
O=C(Nc1cccc(Cl)c1)c1cc(S(=O)(=O)N2CCCCC2)c[nH]1
    -1.3, i, 9
CCC(=O)N1CCc2cc(S(=O)(=O)CCC(=O)NCCC3=CCCCC3)ccc21
    -0.8, i, -2
COc1ccc(C(CNC(=O)c2cc(C)on2)N(C)C)cc1 (stereo not given)
    -0.7, i, 17
COC(=O)c1ccccc1OC(=O)c1cccnc1
    -1.5, i, 5

# Some entries already given, showing only KCNQ2 inh:
Structure | KCNQ2 inh
CCCC(=O)Nc1c(-c2cccc(OC)c2)c(=O)c2ccccc2n1C | i
COCCCn1c(=NC(=O)c2ccccc2)c(C#N)cc2c(=O)n3cccc(C)c3nc21 | i
CC1CCCN(CCOCCOc2ccc(Cl)cc2Br)C1 (stereo not given) | i
Cc1cc(C)n2c(SC/C(O)=C(\C#N)c3nc4ccccc4[nH]3)nnc2n1 | i
O=C(NCc1ccccn1)c1cc2n(n1)C(C(F)(F)F)CC(c1ccco1)N2 (stereo not given) | i

# Six entries picked at random from the list so far, as already listed:
# Value order: STK33 inh, KCNQ2 inh, OX1R FRET antag
COC(=O)c1ccccc1OC(=O)c1cccnc1
    -1.5, i, 5
CCn1c(=O)cc(OCC(=O)NCCC(C)C)c2ccccc21
    1.0, i, 7
COc1cc(C(=S)N2CCCC2)cc(Cl)c1OCC(=O)Nc1ccc(C)cc1C
    -2.0, i, 28
COc1ccc(C(CNC(=O)c2cc(C)on2)N(C)C)cc1 (stereo not given)
    -0.7, i, 17
O=C(NCc1cccnc1)C1CC(=O)N(c2ccc(F)cc2)C1 (stereo not given)
    -1.5, i, 19
O=C(NCc1ccccn1)c1cc2n(n1)C(C(F)(F)F)CC(c1ccco1)N2 (stereo not given)
    1.4, i, 38

# Carrying on:
# Value order: STK33 inh, KCNQ2 inh, OX1R FRET antag
Nc1nc(NS(=O)(=O)c2ccc(Cl)cc2)nn1-c1ccccc1
    -0.3, i, 13
COc1ccc(-n2nc(C(=O)NCC(=O)N3CCN(c4ccccn4)CC3)c3ccccc3c2=O)c(OC)c1
    0.1, i, -3
Cc1onc(-c2ccccc2Cl)c1C(O)c1ccc(F)cc1 (stereo not given)
    -2.6, i, 11
COc1ccccc1C(=O)NC(CCSC)C(=O)NNC(=O)c1ccncc1 (stereo not given)
    -0.1, i, 10
CSc1nc(N)c(C(=O)Nc2ccc([N+](=O)[O-])cc2)s1
    -0.4, i, -5
O=C(COC(=O)/C=C/c1ccc(S(=O)(=O)N2CCOCC2)cc1)NCc1ccc(F)cc1
    -1.7, i, 13
Cc1ccc(CN2CCN(C(=O)CC(C)C)CC2)cc1
    -2.2, i, 20
CCCCOc1ccc(C(C)NC(=O)C2CCCN(S(=O)(=O)CC)C2)cc1 (stereo not given)
    2.9, i, 19
CC(NC(=O)C12CC3CC(CC(C3)C1)C2)C(=O)NCCN(C)C (stereo not given)
    -0.4, i, 32
Cc1ccc(NC(=S)Nc2ccc(F)cc2)cc1
    -1.1, i, 10
COC(=O)c1ccc2nccnc2c1
    -0.2, i, 9
O=C(CSc1c2c(nc3ccc(Cl)cc13)CCCC2)NCCCN1CCOCC1
    3.5, i, 17
CC(=O)Nc1ccc(N/C=C/C(=O)c2ccc(C)cc2)cc1
    5.9, i, 12
Cc1ccc(-c2nc(CS(=O)CC(=O)NC3CCCC3)c(C)o2)cc1 (stereo not given)
    -0.6, i, 8
C(=N\Nc1nc(N2CCCC2)nc(N2CCCC2)n1)/c1ccccc1OCc1ccccc1
    0.7, i, 6
Cn1cccc1C(=O)OCc1csc(-c2ccccc2)n1
    2.8, i, 26
CCc1c(C)nc2ccc(Br)cc2c1Cl
    0.0, i, 16
Cc1ccccc1NC(=O)CC1C(=O)NCCN1C(=O)c1cccc(Cl)c1 (stereo not given)
    -0.3, i, 1
CCN1CN=C(NS(=O)(=O)c2ccc(C)cc2)NC1
    1.2, i, 7
COc1ccc(OC)c(C2=Nn3c(nnc3-c3ccco3)SC2)c1
    -0.9, i, 7
COc1ccc(/C=C/C(=O)c2ccc(O)cc2)cc1
    20, i, 10
Cc1ccc(NC(=O)/C(C#N)=C/c2ccsc2)c(C)c1
    -2.7, i, 16
N#Cc1ccc(NC(=O)COc2ccc(-n3cnnn3)cc2)cc1
    -1.6, ·, 5
CCOC(=O)c1csc(NC(=O)Nc2cccc(Cl)c2)n1
    0.4, i, 9
CCNC(=O)/C(C#N)=C/c1c(N2CCCCCC2)nc2c(C)cccn2c1=O
    0.2, i, 14
CC(CN1CCCCC1)C(=O)NN (stereo not given)
    -0.7, i, 10
CCOc1ccccc1CNS(=O)(=O)c1cnc[nH]1
    -0.7, i, 1
CCOc1ccc(N=Cc2c(O)c3ccccc3oc2=O)cc1
    1.2, i, 18
Cc1ccc(NC2=C(CC(=O)O)C(c3ccccc3)N(c3ccc(C)cc3)C2=O)cc1 (stereo not given)
    -3.7, i, 20
COCC(=O)N1CCC(Oc2ccc(C(=O)NCCCC3CCCC3)cc2)CC1
    -0.5, i, ·
COc1ccccc1Nc1ccc([N+](=O)[O-])cn1
    1.1, i, 11
Cn1c(CCc2ccc(N)cc2)nc2ccccc21
    0.3, i, 9
COc1ccc(NC(=O)CSc2nnc(Cc3ccccc3)o2)c(OC)c1
    0.1, i, 11
COC(=O)c1ccc(N=NNc2ccccc2)cc1
    -0.3, i, 8
CCCCNC(=S)NNC(=O)c1nn(C)cc1Cl
    -3.0, i, 8
Cc1cc(=O)[nH]c(SCC(=O)Nc2nc(-c3ccccc3)cs2)n1
    1.4, i, 4
CCn1c(C)cc(/C=C2/SC(=O)N(CC(=O)N3CCCC3)C2=O)c1C
    0.1, i, 14
O=C(C1CCN(S(=O)(=O)c2cccc3cccnc23)CC1)N1CCN(c2ccccc2)CC1
    -0.1, ·, 6
CC1CCCN(S(=O)(=O)c2csc(C(N)=O)c2)C1 (stereo not given)
    1.0, i, 8
COc1cc(/C=C/C(=O)C2C(=O)C=C(C)OC2=O)cc(OC)c1O (stereo not given)
    0.0, i, 9

# A second format for some results above.
STK33 inh | KCNQ2 inh | OX1R FRET antag | SMILES
-0.5 | i | · | COCC(=O)N1CCC(Oc2ccc(C(=O)NCCCC3CCCC3)cc2)CC1
0.3 | i | 9 | Cn1c(CCc2ccc(N)cc2)nc2ccccc21

# Going on with the list.
# Value order: STK33 inh, KCNQ2 inh, OX1R FRET antag
O=C(COc1ccc(S(=O)(=O)N2CCOCC2)cc1Cl)NCc1ccccn1
    -0.8, i, 12
COC(=O)c1cc(S(=O)(=O)N2CCCCCC2)c[nH]1
    -0.7, i, 10
Cc1csc(CN(C)C(=O)CC2C(=O)NCCN2Cc2ccc(Cl)c(F)c2)n1 (stereo not given)
    2.9, i, 3
Cc1ccc(S(=O)(=O)N2CC(C(=O)O)Oc3ccccc32)cc1 (stereo not given)
    1.2, i, -6
Cc1ccc(C2CC(c3ccccc3)=NN2C(=O)CSc2nnc(-c3ccncc3)n2C)o1 (stereo not given)
    2.1, i, 25
CCCCOc1ccc(OC(=O)Nc2cc(Cl)ccc2OC)cc1
    0.4, i, 19
O=C(C1CCN(C2CCN(Cc3ccsc3)CC2)CC1)N1CCOCC1
    -1.0, i, 0
Cc1cc(S(=O)(=O)NCC(=O)O)ccc1F
    -1.9, i, 17
O=C1/C(=C\c2ccc(Br)o2)SC(=Nc2ccccc2)N1c1ccccc1
    -1.0, i, 62*
O=C(O)C1C2CCCCC2=C2CCCCC2C1C(=O)c1ccccc1 (stereo not given)
    -1.4, i, 30
Cc1cc2ccccc2c(=O)[nH]1
    1.7, i, 19
CCCCN(C(=S)NC(=O)c1cc(OC)c(OC)c(OC)c1)c1c(N)n(Cc2ccccc2)c(=O)[nH]c1=O
    0.7, i, 9
COc1cc([N+](=O)[O-])ccc1NC(=O)NNC(=O)CCc1ccccc1
    0.6, i, 26
Cn1c(COc2ccccc2)nnc1SCC(=O)Nc1ccc(S(N)(=O)=O)cc1
    -0.3, i, 9
Cc1ccc(N2CCN(C(=O)N3CCOCC3)CC2)c(C)c1
    0.6, i, 5
COc1ccccc1NS(=O)(=O)c1ccc(N/N=C(\C)C(C)C)c([N+](=O)[O-])c1
    -1.4, i, 42
CN1CC(=O)N(CC(=O)N2N=C(c3ccc(Cl)cc3)CC2c2ccco2)C1=O (stereo not given)
    -0.8, i, 7
C=CCn1c(SCC(=O)Nc2ccc(NC(C)=O)cc2)nc2sc(C)c(C)c2c1=O
    -0.2, ·, 0
NC(=O)c1ccsc1NC(=O)COC(=O)CNC(=O)c1ccc(F)cc1
    -0.9, ·, 9
O=C1C2ON(c3ccc(Br)cc3)C(c3cccnc3)C2C(=O)N1C1CCCCC1 (stereo not given)
    -0.3, i, 19
Cc1ccc(CNC(=O)CCS(=O)(=O)c2ccc3c(c2)CC(C)N3C(=O)C2CC2)cc1 (stereo not given)
    -5.5, i, 11
O=C(c1ccc(Cl)cc1)c1ccc(OCC(O)CN2CCCCC2)cc1 (stereo not given)
    -1.0, i, -5
N/C(=N\OC(=O)COc1ccc(Cl)cc1Cl)c1cccnc1
    -1.4, i, 6
CCOc1ccc(-c2cc(C(=O)NCCCn3ccnc3)c3ccccc3n2)cc1
    -0.7, i, 18
CCc1cccc(C)c1NC(=S)N(Cc1cccnc1)Cc1ccco1
    0.9, i, 25
Cc1ccc(C2CC(=O)C=C(O)C2)cc1 (stereo not given)
    -0.4, i, 12
O=C(C1CCN(S(=O)(=O)c2cnc[nH]2)CC1)N1CCN(c2ccc([N+](=O)[O-])cc2)CC1
    -0.2, i, 28
O=C(NCCCN1CCOCC1)C(=O)NCc1ccc(Cl)cc1
    -0.7, i, -5
CC1(O)C(=O)c2ccccc2N(c2ccccc2)C1=O (stereo not given)
    -0.9, i, 12
Cc1sc2ncnc(N3CCC(C(=O)Nc4nc5ccc(Cl)cc5s4)CC3)c2c1C
    -0.5, i, 14
COC(=O)C1=C(O)CSC1=Nc1cccc(C(F)(F)F)c1
    -0.6, i, 12
C=CCOc1c(Cl)cc(CNCCCN2CCOCC2)cc1OC
    0.2, i, 8
O=C(CNC(=O)c1ccccc1F)NC1CCN(Cc2ccccc2)CC1
    0.3, i, 8
CCOc1ccc(/C=N/OCC(=O)Nc2ccc3c(c2)OCO3)cc1
    1.4, i, 13
COc1ccc(-c2noc(-c3ccccc3-c3ccccc3)n2)cc1
    0.8, -6.6*, 12
CCOc1ccc(OCCSc2nc3ccccc3o2)cc1
    -0.3, i, 17
Cc1cccc(C(=O)Nc2sc3c(c2C(=O)O)CCCC3)c1
    -0.2, i, 9
O=C(/C=C/c1ccccc1)C1=C(O)C(=O)N(CCO)C1c1cccc([N+](=O)[O-])c1 (stereo not given)
    -0.9, i, 21
CCC(CC)c1nnc(NC(=O)C2CC(=O)N(CCc3ccc(OC)c(OC)c3)C2)s1 (stereo not given)
    1.0, i, 19
O=S(=O)(Nc1ccc2c(c1)nc1n2CCN(Cc2ccccc2)C1)c1ccc(Cl)cc1
    0.1, i, 14
Cc1[nH]c2ccc3c(ncn3CCC#N)c2c1C
    4.3, i, 5
CCc1ccc(C2=NNC(=Nc3cccc(S(=O)(=O)N(C)C)c3)SC2)cc1
    -1.8, i, 2
Cn1c(N)c(N2CCCCC2)c(=O)n(CC(=O)Nc2cccc(C#N)c2)c1=O
    -1.5, ·, 11
Cc1ccc(C)c2[nH]c(=O)c(CN(CCCN(C)C)C(=O)NCc3ccccc3)cc12
    -1.9, i, 17
COc1ccc(C(=O)CCC(=O)O)c(C)c1
    0.6, i, 6
CCOC(=O)/C(=N\Nc1cccc(C(F)(F)F)c1)N(CCOC)CCOC
    -0.2, i, 17
CCCNC(=O)CSc1nc2ccc(OCC)cc2s1
    0.1, i, 12
CCOc1ccc(NC(=O)c2cnc3scc(C)n3c2=O)cc1
    -0.1, i, 13
CCOc1ccc(C(=O)NC(=S)Nc2cccnc2)cc1
    -0.2, i, 14

# Taken from above.
# `Cc1cc(C)n2c(SC/C(O)=C(\C#N)c3nc4ccccc4[nH]3)nnc2n1` | OX1R FRET antag: 10
# `CCOc1ccc(-c2cc(C(=O)NCCCn3ccnc3)c3ccccc3n2)cc1` | STK33 inh: -0.7
# `COc1ccc(C(=O)CCC(=O)O)c(C)c1` | STK33 inh: 0.6
# `CCOc1ccc(OCCSc2nc3ccccc3o2)cc1` | OX1R FRET antag: 17

# Screening data deposited in PubChem BioAssay by several laboratories.
